Screening data (PubChem)
TDP1 block: TDP1 (human) enzyme inhibition; Q9NUW8; recombinant TDP1, AlphaScreen DNA substrate cleavage; Potency, µM (series often up to 130 µM), for the others: at the highest dose activity change, negative = inhibition, actives largely listed as inhibitors; actives 0.28% (n = 350,000); AID 485290; also: nearly all actives have a fitted effect of over 40% in size
Target sequence (Q9NUW8 whole entry, looked up): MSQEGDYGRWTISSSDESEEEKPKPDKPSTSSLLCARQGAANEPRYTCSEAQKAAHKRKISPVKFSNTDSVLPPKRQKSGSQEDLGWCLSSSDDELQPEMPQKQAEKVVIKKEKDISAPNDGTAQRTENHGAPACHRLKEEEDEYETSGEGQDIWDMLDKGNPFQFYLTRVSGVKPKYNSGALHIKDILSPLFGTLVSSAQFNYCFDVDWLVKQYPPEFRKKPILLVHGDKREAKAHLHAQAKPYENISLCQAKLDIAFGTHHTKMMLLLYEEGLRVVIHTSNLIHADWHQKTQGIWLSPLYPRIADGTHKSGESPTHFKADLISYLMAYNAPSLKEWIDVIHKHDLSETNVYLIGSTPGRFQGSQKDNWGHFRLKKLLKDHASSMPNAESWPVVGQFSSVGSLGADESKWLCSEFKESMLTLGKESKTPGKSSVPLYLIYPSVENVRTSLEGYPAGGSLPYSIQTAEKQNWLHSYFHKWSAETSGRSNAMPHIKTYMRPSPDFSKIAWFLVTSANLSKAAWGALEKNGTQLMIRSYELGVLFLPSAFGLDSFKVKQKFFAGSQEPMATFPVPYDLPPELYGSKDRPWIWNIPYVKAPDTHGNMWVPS
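AlphaScreen read-out: signal falls as enzyme removes the 3' tyrosine-FITC from a 5'-biotinylated DNA oligo (15 nM, 5 min, RT). Enzyme was E. coli-made recombinant Tdp1 at 1 nM, exposed to compound for 15 min beforehand; beads 10 ug/ml, 10 min.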
TDP1 cell noCPT: qHTS for Inhibitors of human tyrosyl-DNA phosphodiesterase 1 (TDP1): qHTS in cells in absence of CPT. DT40 Tdp1-/- hTDP1 cells, no CPT, ATP luminescence, 48 h. Potency, µM (highest dose often 46.2 µM), without a hit: at the highest dose activity change, negative = growth inhibition, most hits filed as inhibitors. actives 15% (n = 420,000). AID 686978, 2013; also: nearly all actives have a fitted effect of over 55% in size
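Chicken DT40 Tdp1-/- cells stably complemented with human TDP1 were seeded at 400 cells/well with DMSO in place of 20 nM camptothecin. After compound pinning, cells grew at least 48 hr at 37 °C; viability read by CellTiter-Glo luminescence.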
TDP1 cell CPT: DT40-hTDP1 cell growth loss with CPT | chicken DT40 Tdp1-/-;hTDP1 cells + 20 nM CPT, ATP luminescence, 48 h | Potency, µM (highest dose often 46.2 µM), without a hit: at the top dose activity change, negative = growth inhibition, usual class: inhibitors | actives 12% (n = 420,000) | AID 686979; also: nearly all actives have a fitted effect of over 55% in size
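Cell growth measured by CellTiter-Glo luminescence after a minimum 48 h, 37 C compound exposure with 20 nM CPT in Tdp1-knockout DT40 cells stably expressing hTDP1, seeded 400/well; qHTS titration format.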
Starred values were filed as active, the others as inactive; ? = inconclusive; nt = no result given; & = joins results of further samples; [ ] = remark or other dose. Calls follow the shape of the dose curve; as a rule, active = well fitted curve in the direction sought with a large enough effect; inconclusive = small, poorly fitted or top-dose-only effect, or another doubt; inactive = no such curve, though single readings can be large; an effect the other way counts as inactive or inconclusive. % is scaled to controls: 0 for no effect and ±100 for the full control effect; potency is read from the fitted curve at half-maximal effect.

SMILES | TDP1 block | TDP1 cell noCPT | TDP1 cell CPT
Fc1cccc(/C=N/Nc2cc(N3CCOCC3)ncn2)c1 | nt | -10% | -4%
COc1ccc(CN2CC(C(=O)NCc3ccccn3)CC2=O)cc1 (stereo not given) | 8% | -12% | -1%
Cc1cc(C)cc(OCC(=O)OCC(=O)NCc2ccco2)c1 | 7% | -7% | -12%
CCOC(=O)c1ccc(NC(=O)CC2C(=O)N(c3ccc(F)cc3)C(=O)N2CCCOC)cc1 (stereo not given) | 12% | -8% | ?
Cc1noc2ncnc(Sc3c(Cl)cccc3Cl)c12 | -2% | 16µM* | 18µM*
O=C(COc1ccc(C(=O)NCC2CCCO2)cc1)Nc1cccc(C(F)(F)F)c1 (stereo not given) | nt | ? | ?
CCc1ccc(C(=O)c2cn(CC(=O)Nc3ccc4c(c3)OCO4)c3ccc(Cl)cc3c2=O)cc1 | 4% | ? | ?
O=C(NC1CC1)c1ccc(CN(c2ccccc2)S(=O)(=O)c2ccccc2)cc1 | -3% | -19% | -20%
CC(C)c1nnc(SCC(=O)Nc2ccc3c(c2)OCO3)n1C | 2% | -5% | -1%
O=C(Cn1cnc2ccccc2c1=O)c1ccc2ccccc2c1 | 2% | ? | ?
CCOC(=O)c1cc2[nH]c3ccccc3c2[n+](-c2ccc([N+](=O)[O-])cc2)c1N | 3% | 8.2µM* | 12µM*
COc1ccc(C(=O)N/C(=C\c2cn(C)c3ccccc23)C(=O)N2CCN(C)CC2)cc1OC | 2% | ? | ?
Cc1nc(-c2noc(-c3cccc(Cl)c3)n2)c(C(F)(F)F)o1 | -5% | -23% | -23%
Cc1ccc(-c2nn(C)c(=O)c3ccccc23)cc1CNC(=O)c1ccccc1 | 3% | ? | -18%
Cc1ccc(S(=O)(=O)N(C)C)cc1NC(=O)COC(=O)Cc1ccsc1 | nt | 2% | 1%
CC(C)Oc1cccc(C(=O)NC(=S)Nc2ccc3c4c(cccc24)CC3)c1 | 11% | ? | ?
COc1ccccc1CN(C)C(=O)CN1C(=O)c2ccccc2C1=O | 22% | 1% | 22%
CN(C)C(=S)Nc1ccc([N+](=O)[O-])cc1 | -2% | -12% | -4%
Cc1cccc(C(=O)NN2S(=O)(=O)c3ccccc3S2(=O)=O)c1 | 6% | 3% | -8%
CCCC(C1=C(O)CC(C)(C)CC1=O)C1C(=O)CC(C)(C)CC1=O (stereo not given) | -7% | 13% | 4%
COc1cc(OC)c(/C=N/NC(=O)c2ccncc2)c(OC)c1 | 2% | -7% | 0%
CCSc1nnc(NC(=O)c2cccc(S(=O)(=O)N(C)c3ccccc3)c2)s1 | 5% | -6% | 0%
COc1ccc(C(C#N)N2N=C(c3ccccc3)CC2c2ccccc2)cc1OC (stereo not given) | 5% | ? | -27%
Cc1[nH]c(=O)[nH]c(=O)c1S(=O)(=O)NCCc1ccc(S(N)(=O)=O)cc1 | -3% | 4% | 1%
O=C(Nc1ccc(CSc2ccccc2)cc1)c1ccc(CN2CCOCC2)cc1 | 3% | 1% | ?
COC(=O)/C=C1/S/C(=N/NC(=O)c2ccc(OC)cc2)NC1=O | 1% | 17% | -1%
O=C(Nc1ccc(Nc2ccccc2)cc1)c1c(F)c(F)c(F)c(F)c1F | nt | 6.5µM* | 6.5µM*
CCC(CC)C(=O)NC1CC(=O)N(c2ccc3c(c2)OCCO3)C1 (stereo not given) | 3% | -12% | -13%
CC(NC(=O)c1cccc2c1Oc1ccccc1S2)C(=O)O (stereo not given) | nt | -15% | -11%
CN(Cc1ccc(Cl)cc1Cl)C(=O)Cc1ccc(S(=O)(=O)N2CCOCC2)s1 | nt | ? | ?

Entries listed so far that contain an aryl thioether with sulfur outside any ring:
SMILES | TDP1 block | TDP1 cell noCPT | TDP1 cell CPT
Cc1noc2ncnc(Sc3c(Cl)cccc3Cl)c12 | -2% | 16µM* | 18µM*
CC(C)c1nnc(SCC(=O)Nc2ccc3c(c2)OCO3)n1C | 2% | -5% | -1%
CCSc1nnc(NC(=O)c2cccc(S(=O)(=O)N(C)c3ccccc3)c2)s1 | 5% | -6% | 0%
O=C(Nc1ccc(CSc2ccccc2)cc1)c1ccc(CN2CCOCC2)cc1 | 3% | 1% | ?

(cont.)
SMILES | TDP1 block | TDP1 cell noCPT | TDP1 cell CPT
N#C/C(=C/c1ccc(N2CCCCC2)o1)C(=O)Nc1ccc(Cl)cc1 | 0% | ? | ?
CC(=O)NNC(=O)c1csc(Cc2c(Cl)sc3ccc(Cl)cc23)n1 | 8% | ? | ?
CCCn1nnnc1NC(=O)c1ccc2ccccc2c1 | 11% | 18µM* | ?
COC(=O)c1ccc2c(c1)N(C)C(=O)CS2 | 4% | -6% | -7%
CC1(C)CC(O)C(C)(C)N1O (stereo not given) | 2% | 2% | -10%
CCc1c(C)nc(SCc2ccccn2)[nH]c1=O | 1% | -8% | -3%
CCOc1ccc2[nH]c(=O)c(CN(Cc3cccs3)Cc3nnnn3C(C)(C)CC)cc2c1 | 2% | 16µM* | 16µM*
CSc1nnc(NC(=O)c2ccc(C)c(S(=O)(=O)N3CCOCC3)c2)s1 | -4% | -1% | 3%
O=C(NCC[C@@H]1CC[C@@H](NC(=O)c2cnccn2)[C@@H](CO)O1)c1ccc2c(c1)OCO2 | nt | 0% | -2%
O=C(CN1CCCCCCC1)Nc1cccc(Cl)c1Cl | 5% | ? | -27%
COCCNC(=O)c1cn(C2CCN(C3CCCC3)CC2)nn1 | nt | 6% | 0%[9.04 µM]
COc1cc2nc(NC(=O)c3ccc(Cl)cc3)sc(=O)c2cc1OC | nt | ? | -7%
C[C@H]1CN([C@@H](C)CO)C(=O)c2cc(Br)cnc2O[C@H]1CN(C)C(=O)Cc1ccccn1 | nt | -16% | 1%
O=C(Nc1nnc(CC(c2ccccc2)c2ccccc2)s1)c1ccco1 | 3% | ? | ?
COc1ccc(/C=C/C(=O)Nc2ccc(-n3nncc3-c3ccccc3)cc2)cc1OC | 6% | 8.2µM* | 21µM*
CCCCCCCCNS(=O)(=O)CCNCc1ccco1 | nt | -20% | -10%
Cc1ccc(NC(=O)c2ccc(C(=O)c3ccccc3)cc2)nc1 | nt | ? | 18µM*
CC(C)c1ccc(NC(=O)C2CCN(C(=O)c3ccc(F)cc3)CC2)cc1 | nt | 8.2µM* | ?
c1cc2c(cc1C1=Nn3c(nnc3C3CCCCC3)SC1)OCO2 | 9% | 13µM* | 18µM*
C/C(N)=C(/C#N)C(=O)COC(=O)C1CCC(C(C)(C)C)CC1 (stereo not given) | 3% | ? | -15%
CCC1CN(CCNC(=O)c2cn3cc(C)ccc3n2)Cc2cc(OC)ccc2O1 (stereo not given) | nt | ? | 3%[9.04 µM]
O=C(NCCCN1CCOCC1)c1ccccc1N1C(=O)[C@@H]2Cc3c([nH]c4ccccc34)C(c3cccc(Cl)c3)N2C1=O (stereo not given in full) | nt | 10µM* | 9.2µM*
Cc1n[nH]c(C)c1S(=O)(=O)N1CCCC(C(=O)Nc2ccc(Br)cc2)C1 (stereo not given) | 0%&2% | 16µM* | ?
O=C(NCC(c1ccc2c(c1)OCO2)N1CCN(c2ccccc2F)CC1)c1ccccc1F (stereo not given) | 9% | 15µM* | 12µM*
O=C(c1ccccc1Cc1ccccc1)N1CCN(S(=O)(=O)c2ccccc2Br)CC1 | nt | ? | ?
NC(=O)COC(=O)c1cccc(S(=O)(=O)N2CCCCC2)c1 | 0% | -13% | -11%
CCc1cccc(C)c1Nc1c(-c2ccc(N(C)C)cc2)nc2ncccn12 | 12% | 10µM* | 10µM*
O=C(COC(=O)c1ccc(F)cc1F)c1ccc[nH]1 | 0% | -8% | 1%
COc1ccc2c(CC(=O)N[C@@H](Cc3c[nH]c4ccccc34)C(=O)O)cc(=O)oc2c1 | nt | -1% | -1%
CNC(=O)C[C@@H]1C(=O)N(c2ccc(Br)cc2)CC1(C)C | nt | -5% | 6%
COc1cccc(-n2c(SCC(=O)NC(C)(C)C)nnc2-c2ccoc2C)c1 | 6% | ? | 0%
CCOc1ccc(NC(=O)CN(C)C(=O)c2ccc(N3CCCCC3)c([N+](=O)[O-])c2)cc1OCC | -4%[0.505 µM] | ? | ?
CS(=O)(=O)c1ccccc1-c1nc(-c2cc(C(F)(F)F)cc(C(F)(F)F)c2)no1 | 2% | -4% | ?
CCCCOc1cc(C)nc(NCc2ccccc2)n1 | -3% | 16µM* | 4.1µM*
COc1ccccc1C(=O)NCC(=O)NC(C)CCc1ccccc1 (stereo not given) | 6% | -16% | -23%
Cc1ccc(N(C(=O)CNC(=O)c2ccco2)C(C(=O)NCC2CCCO2)c2ccccc2)cc1 (stereo not given) | 2% | -7% | -1%
Cc1ccccc1CC(=O)Nc1ccc(S(=O)(=O)N2CCN(C)CC2)cc1 | 1% | -11% | 0%
CC(=O)c1ccc(OCC(=O)OCC(=O)c2ccc(S(=O)(=O)N3CCCCC3)cc2)cc1 | nt | -3% | -6%
Cc1cccc(C)c1N=C1NN=C(c2ccccc2F)CS1 | 3% | 21µM* | 21µM*
CCCn1c(=O)c(C(=O)Nc2ccccc2N)c(O)c2ccccc21 | nt | ? | 26µM*
C[C@H](NC(CCc1ccccc1)C(=O)O)C(=O)N1CCC[C@H]1C(=O)O (stereo not given in full) | nt | 1% | 8%
O=C(Cc1cccc(C(F)(F)F)c1)OCC(=O)N1CCN(S(=O)(=O)c2ccc(Cl)cc2)CC1 | 0% | ? | -6%
O=C(CCN1C(=O)c2ccccc2S1(=O)=O)NCc1ccco1 | 7% | 3% | 0%
O=C(COc1ccc(=O)n(-c2ccccc2)n1)Nc1ccccc1 | 0% | -4% | -28%
O=C(CNC(=O)c1ccc(Cl)cc1)OCCN1C(=O)c2ccccc2C1=O | 0% | ? | 0%

Three structures out of the list, arranged by number of heavy atoms, falling:
SMILES | TDP1 block | TDP1 cell noCPT | TDP1 cell CPT
COc1cccc(-n2c(SCC(=O)NC(C)(C)C)nnc2-c2ccoc2C)c1 | 6% | ? | 0%
O=C(CNC(=O)c1ccc(Cl)cc1)OCCN1C(=O)c2ccccc2C1=O | 0% | ? | 0%
Cc1cccc(C)c1N=C1NN=C(c2ccccc2F)CS1 | 3% | 21µM* | 21µM*

New compounds follow:
SMILES | TDP1 block | TDP1 cell noCPT | TDP1 cell CPT
COC(=O)C1=C(C(=O)OC)[C@@H]2N(Cc3ccccc3)c3ccccc3[C@@]23C[C@@H](C(=O)OC)N(C(=O)CC(C)C)C3=N1 | 7%[12.3 µM] | -57% | -57%
COc1cc(NC(=O)NCC2CCN(Cc3ccccc3C)CC2)cc(OC)c1OC | nt | -2% | 5%
CCC(C)[C@H](NC(=O)Nc1ccc(S(N)(=O)=O)cc1)C(=O)O (stereo not given in full) | 5% | -2% | -1%
COc1ccc(-n2nc3c(N4CCC(C(=O)NCc5ccccc5)CC4)nnc(C)c3c2C)cc1 | nt | 0% | -22%
CC(C)C[C@H]1CNC(=S)N1C[C@H]1CCCN1C[C@H](Cc1ccccc1)N1C[C@H](Cc2ccc(O)cc2)N(CCc2ccccc2)C1=S | nt | 13µM* | 23µM*
COc1cc2c(=O)c(C(=O)c3ccc(C)c(C)c3)cn(Cc3ccccc3)c2cc1OC | 8% | ? | 15µM*
Cc1cccc(Cn2cnc3c(NS(C)(=O)=O)c(C)c(C)cc32)c1 | 4% | ? | ?
CCOC(=O)c1cccc(NC(=O)C(C)n2c(C)c3cnn(-c4ccccc4)c(=O)c3c2C)c1 (stereo not given) | 0% | -24% | ?
O=C(CN1C(=O)c2ccccc2S1(=O)=O)c1ccc(F)c(F)c1 | 1% | 20% | -2%
CC(C)NC(=O)C1Cc2c(-c3ccc(Cl)cc3)ccnc2O1 (stereo not given) | nt | -28% | -29%

Complete entries, looked up by structure. Values in the order: TDP1 block, TDP1 cell noCPT, TDP1 cell CPT
CCC(C)[C@H](NC(=O)Nc1ccc(S(N)(=O)=O)cc1)C(=O)O (stereo not given in full) is listed with 5%, -2%, -1%
COc1cc2c(=O)c(C(=O)c3ccc(C)c(C)c3)cn(Cc3ccccc3)c2cc1OC is listed with 8%, ?, 15µM*
